FAS-TE inh – FAS thioesterase domain inhibitors, primary screen, biochemical, fluorescence intensity, uHTS | Fatty acid synthase (Homo sapiens), P49327 | recombinant FAS-TE, OMFH fluorogenic substrate, fluorescence endpoint | inhibition, % at 15 µM | actives 0.67% (n = 360,000) | AID 602261, 2012;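 active = compounds whose normalised, plate-corrected inhibition of enzyme fluorescence in the single-dose primary screen is 50% or more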;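 also: 0% = DMSO with enzyme and 100% = substrate without enzyme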
MsrA act – bovine MsrA enzyme activators, primary screen, biochemical, absorbance, HTS | activation, % at 10.6 µM | Methionine sulfoxide reductase A (Bos taurus) | actives 0.3% (n = 360,000) | AID 602163, 2012 | purified bovine MsrA, absorbance read-out; in the data active = activation above about 7.5%;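 also: 0% = vehicle and 100% = reference activator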
MT1-MMP act inh – blockers of MT1-MMP proenzyme processing, primary screen, HT1080 RFP-PRO-GFP cells, GFP/RFP fluorescence. Matrix metalloproteinase-14 (Homo sapiens), P50281. GFP/RFP ratio fluorescence, overnight; percent of plate control window, DMSO zero. GFP/RFP ratio change, % at 20 µM. actives 0.061% (n = 360,000);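 active = GFP/RFP ratio change of at least 30% with cell ATP level not reduced by more than half and red fluorescence within 50% of control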; also: strong numbers were not always called active
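Read-out: GFP/RFP fluorescence ratio; Test system: RFP-PRO-GFP reporter HT1080 cells; Compound dosing: single-point 20 µM compound, 1% DMSO; Times: overnight compound exposure at 37 °C.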
E coli Lon inh – inhibitors of E. coli Lon protease, primary screen, biochemical, fluorescence polarization. actives 0.42% (n = 360,000). inhibition, % at 7.94 µM. purified E. coli Lon protease. P0A9M0; in the data active = inhibition above about 13%, passing the limit was not always enough;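 also: 0% = enzyme with probe and DMSO and 100% = no enzyme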
SKN-1 block – suppressors of acrylamide-induced Pgst-4::GFP reporter in worms, primary screen, SKN-1 inhibitor project, whole organism, uHTS, GFP/RFP fluorescence ratio, strain VP596 | inhibition, % at 21.8 µM | actives 0.49% (n = 360,000) | C. elegans VP596 Pgst-4::GFP/RFP ratio, 24 h;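 active = interference check ratio from 0.5 to 1.5 plus GFP to RFP signal ratio inhibition reaching or exceeding a fixed threshold, cut at about 30% in these data, passing the limit was not always enough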; also: some compounds called inactive have numbers as strong as hits
Rin1 Abl inh – inhibitors of Rin1-Abl protein binding, primary screen, biochemical, TR-FRET; actives 0.4% (n = 360,000); Tyrosine-protein kinase ABL1 (Homo sapiens) + Ras and Rab interactor 1 (Homo sapiens), …; inhibition, % at 7.35 µM; AID 588664, 2011; in the data active = inhibition above about 5%, passing the limit was not always enough
NRP1-CendR mod – modulators of CendR peptide binding to NRP-1, primary screen, biochemical, fluorescence polarization, uHTS; actives 0.85% (n = 360,000); inhibition, % at 25 µM; FAM-RPARPAR peptide binding to NRP-1; AID 602438, 2012; Neuropilin-1 (Homo sapiens), O14786;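 active = inhibition or corrected inhibition above about 18%, plus a signal ratio from 0.5 to 1.5, limit read from the data, passing the limit was not always enough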; also: strong numbers were not always called active
MsrA inh – bovine MsrA enzyme inhibitors, primary screen, biochemical, absorbance, HTS | actives 0.75% (n = 360,000) | inhibition, % at 15.5 µM | purified bovine MsrA, absorbance read-out; in the data active = inhibition above about 4.5%;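 also: 0% = vehicle wells with enzyme and 100% = reference inhibitor wells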
Neddylation inh – inhibitors of cullin neddylation, primary screen, biochemical, TR-FRET, uHTS, NAE and Ubc12 | calls only at 25 µM | actives 0.58% (n = 360,000) | NEDD8-conjugating enzyme Ubc12 (Homo sapiens) + NEDD8-activating enzyme E1 regulatory … | AID 651699, 2012; in the data active = inhibition above about 36%
Target sequence (P61081 whole entry, looked up): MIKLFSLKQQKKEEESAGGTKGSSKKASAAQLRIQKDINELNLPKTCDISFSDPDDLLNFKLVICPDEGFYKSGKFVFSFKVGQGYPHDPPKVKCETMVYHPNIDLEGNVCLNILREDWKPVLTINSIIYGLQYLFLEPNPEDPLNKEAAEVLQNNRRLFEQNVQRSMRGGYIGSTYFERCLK
Target sequence (Q13564 whole entry, looked up): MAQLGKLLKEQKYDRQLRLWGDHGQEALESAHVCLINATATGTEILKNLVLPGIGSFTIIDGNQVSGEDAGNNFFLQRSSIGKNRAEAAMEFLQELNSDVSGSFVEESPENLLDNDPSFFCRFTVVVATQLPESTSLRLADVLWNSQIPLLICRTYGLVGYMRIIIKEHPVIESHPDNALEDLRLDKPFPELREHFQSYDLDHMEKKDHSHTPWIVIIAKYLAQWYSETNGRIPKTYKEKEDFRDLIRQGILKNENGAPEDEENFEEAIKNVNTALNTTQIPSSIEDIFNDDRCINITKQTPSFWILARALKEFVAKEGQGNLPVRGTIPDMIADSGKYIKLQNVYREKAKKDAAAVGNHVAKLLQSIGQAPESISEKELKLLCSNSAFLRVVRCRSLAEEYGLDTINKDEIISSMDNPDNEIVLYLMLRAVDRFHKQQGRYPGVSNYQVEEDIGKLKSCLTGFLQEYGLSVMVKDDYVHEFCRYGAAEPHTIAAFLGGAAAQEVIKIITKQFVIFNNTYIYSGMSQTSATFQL
Active calls of the source: *; i = inactive; . = not tested or not shown.

SMILES	FAS-TE inh	MsrA act	MT1-MMP act inh	E coli Lon inh	SKN-1 block	Rin1 Abl inh	NRP1-CendR mod	MsrA inh	Neddylation inh
CC(=O)c1ccc(-c2cnc3c(NC=O)cc(-c4cnn(C)c4)cn23)cc1	-2	-10	-13	-18	9	-4	-24	1.2	i
CC(=O)Nc1sc(/C(C#N)=C\c2cccc(Cl)c2)nc1-c1ccc(C)cc1	-20	-1	-2	-57	35*	4	137	-0.6	i
Cc1cs/c(=N\N=C\c2ccccc2)n1Cc1ccco1	13	-3	0	5	1	2	-9	0.9	i
CN1CCN(C(=O)c2cnn(-c3ccccc3)c2NC(=O)c2cccs2)CC1	-7	-3	0	-4	-2	-1	-9	-1.1	i
CCS(=O)(=O)NCC(c1cccnc1)N1CCN(c2ccc(OC)cc2)CC1 (centres undefined)	5	-2	1	-7	4	1	3	0.3	i
CC(=O)Nc1ccc(NC(=O)Nc2cccc3ccccc23)cc1	-7	-6	6	-3	8	-2	-5	-0.9	i
Cc1ccnc(SCCn2c(N3CCN(c4ccccc4)CC3)nc3c2c(=O)[nH]c(=O)n3C)n1	-6	-4	6	-5	-12	-3	-2	-0.9	i
COc1ccc(Cl)cc1CN1C(=O)NC2(CCCCCC2)C1=O	7	0	1	-8	19	-5	6	-0.3	i
CCOC(=O)CN(C(=O)CSc1nnc2c(n1)[nH]c1ccc(F)cc12)c1ccccc1	15	-3	8	4	11	-5	9	1.1	i
CSc1nc(C)cc(Oc2ccc(=O)n(C)n2)n1	-11	-2	-5	-7	22	0	-6	1.6	i
COc1ccc(-c2cn[nH]c2N)cc1	-5	-3	-6	11	-23	3	4	0.8	i
O=[N+]([O-])c1ccc(O)c(Nc2ncnc3ccc(Br)cc23)c1	-1	-6	2	-2	8	0	7	-0.1	i
O=C(CSc1ncnc2c1cnn2-c1ccccc1)Nc1ccc2c(c1)OCO2	-4	-4	-8	-4	7	-7	2	1.4	i
COCc1c(Br)c(C)[nH]c(=O)c1C#N	-6	-10	-1	-10	-23	0	-9	2.5	i
COc1ccc(C)cc1S(=O)(=O)N(CC(=O)Nc1cccc([N+](=O)[O-])c1)c1ccc(C)c(C)c1	37	-5	1	-5	8	-2	-4	-1.5	i
Cc1nnc(SCC(=O)NNC(=O)COc2ccc(Cl)cc2)s1	-2	-4	2	-12	5	2	-8	-0.3	i
Cc1ccc(C)c(N2CCN(C(=O)C3CCN(S(=O)(=O)c4cccc5nsnc45)CC3)CC2)c1	22	-2	-29	3	9	-1	-1	0.7	i
CC(C)CNS(=O)(=O)c1cc(C(=O)O)c(Cl)cc1Cl	-6	-1	-1	3	-1	-3	12	-1.6	i
CCC(=O)N1c2ccccc2NC2=C(C(=O)CCC2)C1c1cccnc1 (centres undefined)	2	-5	-3	-11	3	5	3	4.8*	i
Cc1ccccc1NC(=O)C1CCCN1S(=O)(=O)c1ccccc1C(F)(F)F (centres undefined)	1	-1	0	15	-1	1	7	0.2	i
CC(C)CC(=O)Nc1ccc(-c2cn3ccsc3n2)cc1	-1	-2	-5	9	9	-3	-15	-0.5	i
O=C(/C=C\Nc1ccc(S(=O)(=O)Nc2ncccn2)cc1)c1cccc2ccccc12	-2	-13	-7	5	-14	-2	17	2.5	i
CC1(C)CC(=O)c2sc(NC(=O)C3CC3)nc2C1	-6	-2	0	2	6	-1	4	0.7	i
O=C(COC(=O)Cc1ccc(Cl)cc1)NCc1cccs1	-2	-1	0	-3	8	5	9	0.3	i
Cc1cc(C)c(S(C)(=O)=O)c(N(C)N)n1	-2	-6	-1	-8	-1	3	11	0.2	i
Nc1ccccc1C(=O)NCCN1CCNC1=O	-5	-6	-3	7	1	-2	4	-1.4	.
COc1cc(Cl)ccc1OCc1cc(C(=O)N[C@H]2CCCCNC2=O)no1	-5	0	4	-1	4	3	-2	-1.1	i
CCN(Cc1ccccc1)S(=O)(=O)c1cc2[nH]c(=O)c(=O)[nH]c2cc1C	-4	-8	-1	-3	6	-5	-4	2.0	.
C=CC[C@H](CC(=O)N[C@H](CO)Cc1ccccc1)C(=O)N[C@H](COC(=O)[C@@H](CC=C)CC(=O)OC(C)(C)C)Cc1c[nH]c2ccccc12	0	1	2	2	3	-3	-15	1.6	i
CCCCCN=Cc1c(C)[nH]n(-c2nc3ccccc3s2)c1=O	0	-7	5	0	12	0	-21	0.2	i
CCc1n[n+](CC(=O)c2ccccc2)c(N)s1	-22	0	0	-3	13	3	9	-0.3	i
COc1ccc(S(=O)(=O)Nc2ccc(F)cc2)c(C)c1C	1	-3	-3	-2	-15	1	10	-1.0	i
COc1ccc(OC(F)(F)F)cc1CC1(C)C(=O)Nc2ccc(S(=O)(=O)NC3CCCCC3)cc21 (centres undefined)	20	-8	-17	0	-10	0	-13	-1.0	i
CCN(Cc1ccccc1)C(=O)c1ccc(C)c(S(=O)(=O)N2CCCCC2)c1	7	-2	1	3	2	1	-3	-0.5	i
COc1ccc(OC(=O)N(C)C[C@H]2OCc3cn(nn3)CCCC(=O)N([C@H](C)CO)C[C@@H]2C)cc1	-7	-8	-1	4	-9	3	-4	0.4	i
COc1ccc(NC(=S)N2CCN(c3ncccn3)CC2)c(OC)c1	0	-6	0	12	-6	-2	0	0.3	i
c1ccc(CCNCCOc2ccccc2)cc1	-7	-3	5	-7	6	0	-2	0.0	i
CC(C)[C@H](NC(=O)c1ccco1)C(=O)N(C)Cc1ccc(C(F)(F)F)cc1	-2	1	-1	5	11	3	3	0.1	i
CC(C)N(CCCNC(=O)Cn1ncc2c([nH]c3ccccc32)c1=O)Cc1ccccc1	-3	-4	4	-1	3	4	26*	0.8	i
Cc1ccc(NC(=O)CSc2nnnn2C2CC2)cc1S(=O)(=O)N1CCOCC1	-5	-6	1	-2	-9	7	1	-0.4	i
O=C(O)c1cccc(N2C(=O)C=CC2=O)c1	-7	-24	-2	1	-11	-3	-4	-1.1	i
O=C(NNC(=S)NC1CC2C=CC1C2)c1ccncc1 (centres undefined)	-3	0	4	-5	14	1	3	-0.2	i
O=C(CCSCc1ccccc1Cl)N1CCN(c2cccc(Cl)c2)CC1	35	1	5	5	22	0	6	-0.1	i
COC(=O)c1cc(S(=O)(=O)N2c3ccccc3CC2C)cn1C (centres undefined)	-2	-6	0	1	-7	-3	0	0.5	i
OCC1(Cc2ccccc2)CCN(Cc2cnc(-c3cccc4ccccc34)nc2)CC1	-8	0	-1	5	-23	0	-6	1.4	i
CC(=O)c1ccc(OC(=O)CCc2nc3ccccc3s2)cc1	6	-13	-6	-6	-6	3	-22	-0.1	i
COC(=O)c1ccc(N2CCN(S(=O)(=O)c3ccc(C)cc3)CC2)c([N+](=O)[O-])c1	26	-8	-4	2	-11	-1	-1	0.9	i
COc1cccc(/C(O)=C2/C(=O)C(=O)N(CCCN3CCOCC3)C2c2ccncc2)c1 (centres undefined)	-2	0	-6	9	1	1	0	2.6	i
Cc1[nH]nc(SCC(=O)NC(C)c2ccccc2)c1[N+](=O)[O-] (centres undefined)	1	-7	0	-5	2	-2	-1	0.3	i
Cc1cc(NC(=O)c2nn3cccnc3c2Cl)no1	-9	-2	4	2	10	-1	-6	0.5	i
COc1ccc(C(=O)N2C(=S)NC(=O)/C2=C\c2ccc(C)cc2)cc1	4	-10	-16	-75	9	1	-106	1.8	i
CC(C)(C)c1ccc(OCC(=O)Nc2ccncc2)cc1	10	-1	1	-1	7	-1	2	-1.5	i
CCOC(=O)C1(Cc2cccc(Cl)c2)CCCN(C(=O)c2ccc(COC)s2)C1 (centres undefined)	10	-2	1	-4	-11	1	-4	1.1	i
COc1cc(NC(=O)Cc2c(C(=O)O)n(C)c3ccccc23)cc(OC)c1OC	-3	-3	1	2	-3	1	-5	-0.9	i
CCOc1c(Cl)cc(Cl)cc1CNCCNCCO	-6	-5	0	-10	10	2	8	0.6	i
COC(=O)C(NNc1ccc(F)cc1)(NC(=O)c1ccccc1)C(F)(F)F (centres undefined)	2	-5	4	-4	-4	2	0	0.0	i
COc1cccc(NC(=O)CN(C)C(=O)CCCc2nc3ccccc3s2)c1	-3	-1	2	-1	8	3	13	-1.0	i
Cc1ccccc1NC(=S)N(CCN1CCOCC1)Cc1ccccc1F	-3	-3	0	3	5	-1	-2	0.1	i
Cc1cccc(CS(=O)(=O)c2nnc([C@H](Cc3ccccc3)NC(=O)OC(C)(C)C)o2)c1	57*	-6	2	-3	5	-1	-2	.	i
COC(=O)c1scc(C)c1NC(=O)c1ccc(Cl)cc1	3	-2	-3	3	5	2	-3	.	i
Next results follow.
SMILES	FAS-TE inh	MsrA act	MT1-MMP act inh	E coli Lon inh	SKN-1 block	Rin1 Abl inh	NRP1-CendR mod	MsrA inh	Neddylation inh
COCCNC(=O)CN(C(=O)Cn1nnc2ccccc21)c1ccc(C)c(F)c1	-3	-1	-2	1	-9	-4	-4	-0.4	i
COc1ccc(Cl)cc1C(=O)CSc1nc(N)cc(N)n1	-1	8.0*	4	-3	-8	0	-8	-0.3	i
CC(C)C(OC(=O)CN1C(=O)c2ccccc2C1=O)C(=O)NC1CCCC1 (centres undefined)	-3	-1	2	2	-1	3	-5	-0.2	i
CC(C)CNC(=O)C1(C)CCCN1C(=O)c1c(Cl)cccc1Cl (centres undefined)	-8	-1	3	-6	8	1	-1	0.5	i
CSC(=NC#N)N1CCN(c2ccc([N+](=O)[O-])cc2)CC1	-1	-13	8	-6	16	-3	20	1.4	i
CCCc1cc(=O)[nH]c(SCC(=O)CSc2nc(CCC)cc(=O)[nH]2)n1	-4	2	-5	5	7	-3	3	0.0	i
Cc1ccc(-c2cc(NC(=O)c3ccccc3[N+](=O)[O-])n[nH]2)cc1	2	-1	0	7	4	1	0	0.8	i
C=CCOc1ccc(C(=O)Nc2ncn[nH]2)cc1	-10	-3	-3	-2	13	2	-8	0.9	i
Nc1c(N(Cc2ccco2)C(=O)c2cccc(Cl)c2)c(=O)[nH]c(=O)n1Cc1ccccc1	1	-4	-4	-2	-3	0	-3	0.1	i
Cc1ccc(NC(=O)COC(=O)CN2C(=O)NC3(CCCC3)C2=O)cc1S(=O)(=O)N(C)C	-3	-1	2	3	6	1	9	-0.5	i
COc1ccc(S(=O)(=O)N2CCCCCC2)cc1C(=O)N(C)Cc1ccc(F)cc1	8	-7	1	1	8	0	-5	0.2	i
COc1ccc(NC2C=CS(=O)(=O)C2)c(OC)c1 (centres undefined)	-12	-7	-5	6	5	1	15	-0.8	i

Five compounds already listed, ordered by length of the SMILES, lowest first:
SMILES	FAS-TE inh	MsrA act	MT1-MMP act inh	E coli Lon inh	SKN-1 block	Rin1 Abl inh	NRP1-CendR mod	MsrA inh	Neddylation inh
COc1ccc(-c2cn[nH]c2N)cc1	-5	-3	-6	11	-23	3	4	0.8	i
Cc1ccc(NC(=O)CSc2nnnn2C2CC2)cc1S(=O)(=O)N1CCOCC1	-5	-6	1	-2	-9	7	1	-0.4	i
CCOC(=O)C1(Cc2cccc(Cl)c2)CCCN(C(=O)c2ccc(COC)s2)C1 (centres undefined)	10	-2	1	-4	-11	1	-4	1.1	i
Cc1cccc(CS(=O)(=O)c2nnc([C@H](Cc3ccccc3)NC(=O)OC(C)(C)C)o2)c1	57*	-6	2	-3	5	-1	-2	.	i
COc1ccc(OC(F)(F)F)cc1CC1(C)C(=O)Nc2ccc(S(=O)(=O)NC3CCCCC3)cc21 (centres undefined)	20	-8	-17	0	-10	0	-13	-1.0	i

Assay outcomes (PubChem BioAssay)
